Screens from PubChem BioAssay.
Lipid storage S3: qHTS Assay for Lipid Storage Modulators in Drosophila S3 Cells; AID 2685, 2010; 320,000 tested, 0.64% active; Drosophila S3 cells, BODIPY lipid droplet fluorescence, 18-24 h; cells fed with added oleic acid; lipid storage change, negative = inhibition, % at the top dose, mostly 46.1 µM; hits show Potency in µM; active = well fitted inhibition curve with a large enough effect in the signal ratio, with a control signal flat, not every such curve was filed as active; inconclusive = small, poorly fitted or top-dose-only effect, or effect the other way, or a change in a side signal; the % refers to the signal ratio
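Drosophila S3 cells loaded with oleic acid (400 uM, as added) and compounds at several concentrations; lipid droplets imaged by 488-nm laser-scanning cytometry, 500–530 nm intensity and object ratio to cell channel. Percent activity normalized to 20 uM Triacsin C.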
Lipid storage S3 cell count max: recorded beside Lipid storage S3, whose call it bears; cell number change, %; measured here: cell count max response;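 cells counted by Cell Tracker Red CMTPX staining in the red channel; peak over a dose series mostly up to 46.1 µM; percent activity relative to internal control wells on each plate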
* = called active by the depositor; i = inactive; ? = inconclusive; / = not tested or not shown. % is set by controls: 0 for no effect and ±100 for the full control effect; potency is the fitted concentration of half-maximal effect.

SMILES	Lipid storage S3	Lipid storage S3 cell count max
C=CCN1C(=O)/C(=C\c2ccc(C)cc2)N=C1SCC(=O)NCCC	?	/
O=C(CCC(=O)N1CCN(c2ccc(O)cc2)CC1)c1ccc(Br)cc1	17.3%	-6.7
CC(=O)c1c(O)cc2n(c1=O)-c1ccc(Cl)cc1C2(C)C	6.8%	11.8
Cc1ccc(-n2ncc3c(=O)n(CC(=O)NC4CCCCC4)cnc32)cc1C	12.4%	-7.8
NNC(=O)C1=NOC2COC3(CCN(c4ncccn4)CC3)OCC12 (stereo not given)	5.0%	16.8
COC(=O)c1cc(C(=O)OCC(=O)c2ccc3c(c2)NC(=O)CO3)cc([N+](=O)[O-])c1	?	/
O=S1(=O)CC(O)C(N2CCCCC2)C1 (stereo not given)	3.0%	6.6
CCN(CC(=O)Nc1c(F)cccc1F)C(=O)CCOc1ccc(C)cc1	-3.3%	-8.2
Cc1cc(C)n2nc(/C(C#N)=C/c3ccccc3)c(C#N)c2n1	?	/
COC(=O)CSc1nnc(CNC(=O)c2ccc(S(=O)(=O)N3CCCCC3)cc2)n1C	?	/
COc1ccc(Nc2ncccc2C(=O)NCc2ccccc2)cc1	?	/
CC(C)Cc1nnc(NS(=O)(=O)c2ccc(Cl)cc2)s1	10.8%	-2.7
COc1ccc(-c2ccc(NS(=O)(=O)c3cc([N+](=O)[O-])ccc3C)cc2)nn1	?	/
Cc1cc(F)c(F)c(C(=O)NC2CC2)c1Cl	9.2µM*	/
COc1ccc(NC(=O)CN(C)C(=O)c2oc3ccccc3c2C)cc1	?	/
Cc1ccn2cc(C(=O)NCc3ccco3)nc2c1	-12.4%	-19.3
CC(C)(C)NC(=O)N1c2ccccc2Sc2ccccc21	?	/
Cn1nc(-c2ccc(Cl)cc2)c2cc(C(=O)NCc3ccco3)sc21	?	/
COC(=O)C1=CO[C@@H](O)C2C(CO)=CCC12 (stereo not given in full)	?	/
CCn1nc(C)c(C2C(C#N)=C(N)OC3=C2C(=O)CCC3)c1C (stereo not given)	?	/

Some of the entries above in a different format:
smiles | Lipid storage S3 | Lipid storage S3 cell count max
CC(=O)c1c(O)cc2n(c1=O)-c1ccc(Cl)cc1C2(C)C | 6.8% | 11.8
Cc1ccc(-n2ncc3c(=O)n(CC(=O)NC4CCCCC4)cnc32)cc1C | 12.4% | -7.8
NNC(=O)C1=NOC2COC3(CCN(c4ncccn4)CC3)OCC12 (stereo not given) | 5.0% | 16.8
COC(=O)c1cc(C(=O)OCC(=O)c2ccc3c(c2)NC(=O)CO3)cc([N+](=O)[O-])c1 | ? | /
O=S1(=O)CC(O)C(N2CCCCC2)C1 (stereo not given) | 3.0% | 6.6
CCN(CC(=O)Nc1c(F)cccc1F)C(=O)CCOc1ccc(C)cc1 | -3.3% | -8.2
Cc1cc(C)n2nc(/C(C#N)=C/c3ccccc3)c(C#N)c2n1 | ? | /

Next part:
SMILES	Lipid storage S3	Lipid storage S3 cell count max
CC1CN(CCCCOc2cccc(Oc3ccccc3)c2)CC(C)O1 (stereo not given)	?	/
O=C(Cn1c(=O)sc2ccccc21)Nc1ccc2c(c1)OCCO2	?	/
N#Cc1c(N)nc2c(c1-c1ccc3c(c1)OCO3)CCCCCC2	?	/
C[C@@H](CN=[N+]=[N-])CN1CC[C@H](O)CCC1=O	i	-1.5
NC(=O)Cc1ccc(Nc2nnc(-c3ccccc3)c3ccccc23)cc1	?	/
CCN(CC(=O)NC1CCS(=O)(=O)C1)c1nc(-c2cccnc2)nc2ccccc12 (stereo not given)	?	/
CC(C)c1ccc(CN(C(=O)C2COc3ccccc3O2)C2CCS(=O)(=O)C2)cc1 (stereo not given)	?	/
CCCCOc1ccccc1C(=O)N(Cc1ccco1)C1CCS(=O)(=O)C1 (stereo not given)	?	/
Cc1ccc(OCc2nnc(SCC(=O)C(C)(C)C)n2Cc2ccco2)cc1	21.6%	-0.2
CC(=O)c1ccc(S(=O)(=O)Nc2ccc(-n3c(C)nc4ccccc4c3=O)cc2)cc1	i	/
COc1ccc(C(=O)NCCc2nnc(SCC(=O)Nc3ccccc3F)n2C)cc1	-15.2%	-20.4
CCOc1nc(-c2ccc(Cl)cc2Cl)ccc1C#N	?	/
CC(C(=O)N1CCCCC1)n1ncn2cccc2c1=O (stereo not given)	4.7%	12.4
O=C(CCCc1ccccc1)Nc1cccc(C(=O)O)c1	-22.4%	-29.3
COc1ccc(S(=O)(=O)N2CCCCCC2)cc1NC(=O)c1c2c(nc3ccccc13)CCN(Cc1ccccc1)C2	?	/
COC(=O)c1nn(-c2ccc(Cl)cc2)c(=O)cc1Sc1ccccn1	?	/
CC(=O)n1cc([C@H]2C=C(C(=O)Nc3ccccc3)O[C@@H](OCc3ccc(CO)cc3)C2)c2ccccc21	1.4%	1.9
Cc1cccc(NC(=O)c2cccc(N3C(=O)C4CCC(C)CC4C3=O)c2)c1C (stereo not given)	20.0%	20.0
COc1cccc(C(=O)NCCS(=O)(=O)NCCCc2ccccc2)c1	?	/
Cc1ccc(NC(=S)NC(=O)c2c(-c3ccccc3Cl)noc2C)cc1	16.5%	-0.3

Reprinted at random: 3 compounds from above, in no set order.
SMILES	Lipid storage S3	Lipid storage S3 cell count max
COC(=O)c1nn(-c2ccc(Cl)cc2)c(=O)cc1Sc1ccccn1	?	/
COc1cccc(C(=O)NCCS(=O)(=O)NCCCc2ccccc2)c1	?	/
CC(C(=O)N1CCCCC1)n1ncn2cccc2c1=O (stereo not given)	4.7%	12.4

The main list resumes with the 6 entries that preceded the break.
SMILES	Lipid storage S3	Lipid storage S3 cell count max
COc1ccc(S(=O)(=O)N2CCCCCC2)cc1NC(=O)c1c2c(nc3ccccc13)CCN(Cc1ccccc1)C2	?	/
COC(=O)c1nn(-c2ccc(Cl)cc2)c(=O)cc1Sc1ccccn1	?	/
CC(=O)n1cc([C@H]2C=C(C(=O)Nc3ccccc3)O[C@@H](OCc3ccc(CO)cc3)C2)c2ccccc21	1.4%	1.9
Cc1cccc(NC(=O)c2cccc(N3C(=O)C4CCC(C)CC4C3=O)c2)c1C (stereo not given)	20.0%	20.0
COc1cccc(C(=O)NCCS(=O)(=O)NCCCc2ccccc2)c1	?	/
Cc1ccc(NC(=S)NC(=O)c2c(-c3ccccc3Cl)noc2C)cc1	16.5%	-0.3
CCC(=O)N=c1n(C)c2ccccc2n1CCOc1ccccc1	11.7%	7.7
COc1cccc(OCC(O)CN2CCC(CN3C(=O)c4cccc5cccc(c45)C3=O)CC2)c1 (stereo not given)	-0.8%	-2.3
CC(Oc1cccc2ccccc12)C(=O)N/N=C/c1cccnc1 (stereo not given)	1.8%	14.4
Cc1cccc(C(O)(C(=O)NNc2ccc3ccccc3n2)c2cccc(C)c2)c1	-2.2%	-2.4
CCOc1cc2[nH]c(=O)n(CCCN3CCCC3=O)c(=O)c2cc1OCC	?	/
O=C(Cn1ncc2c(=O)oc3ccccc3c21)N1CCCc2ccccc21	?	/
Cn1c(N)c(C(=O)COC(=O)c2ccccc2NCc2ccco2)c(=O)n(C)c1=O	?	/
COc1cccc(CNc2ncc(-c3ccccc3)n2C)c1	-7.6%	-3.7
CCc1cc2c(=O)[nH]c(N3CCCC3)nc2s1	?	/
Nc1nc(Nc2ccccc2)nc(NCc2ccco2)c1[N+](=O)[O-]	?	/
COc1cc(C(=O)N/N=C/c2ccsc2C)cc(OC)c1OC	?	/
Cc1cccc2sc(NC(=O)C3CSC4(C)CCC(=O)N34)nc12 (stereo not given)	-1.4%	14.2
CC(=O)c1ccc(NC(=O)Cn2cnc(S(=O)(=O)N3CCc4ccccc43)c2)cc1	?	/
CCOC(=O)Cn1c2ccccc2c2nc3ccccc3nc21	i	16.4
O=C(Nc1cc(C(F)(F)F)ccc1N1CCOCC1)c1cncc(Br)c1	?	/
Cc1onc(-c2ccccc2Cl)c1C(=O)Oc1cccc2cccnc12	15.1%	11.0
NC(=O)COC(=O)CSc1cccc2cccc(Cl)c12	?	/
CCCCC(=O)Nc1ccc(S(=O)(=O)N2CCCCC2c2cccnc2)cc1 (stereo not given)	i	4.1
Cc1c(/C(O)=C2/C(=O)C(=O)N(Cc3cccnc3)C2c2cccs2)cnn1-c1ccccc1 (stereo not given)	?	/
O=C(CN1C(=O)C2CC=CCC2C1=O)Nc1ccc(OC(F)(F)F)cc1 (stereo not given)	?	/
O=C(Nc1ccc(Cl)cc1)N1CCc2ccccc2C1	-4.9%	0.1
O=C(O)CCNc1cc2ccccc2cc1C(=O)O	?	/
CC1CN(c2ccc([N+](=O)[O-])cc2F)CCN1C(=O)c1ccco1 (stereo not given)	15.3%	-3.2
CC1(C)OC(=O)C(=CNc2ncccn2)C(=O)O1	5.5%	8.5
Cc1cccc(N2C(=O)CC(n3ccnc3)C2=O)c1C (stereo not given)	-3.4%	-20.8
CC(=O)N1CCc2cc(C(=O)CN3CCN(c4ccccc4F)CC3)ccc21	?	/
COc1cc(NC(=S)N2CCN(S(C)(=O)=O)CC2)cc(OC)c1	?	/
Cc1ccc(NC(=O)C2CCN(S(=O)(=O)c3ccccc3)CC2)cc1	?	/
COc1ccc(CCNC(=O)CNC(=O)c2ccco2)cc1	?	/
Cc1cc(NC(=O)CSc2nc(-c3ccco3)cc(C(F)(F)F)n2)n(-c2ccccc2)n1	-3.6%	-3.7
O=C(c1ccco1)N1CCN(c2c([N+](=O)[O-])nn(-c3ccc(Cl)cc3)[n+]2[O-])CC1	-1.1%	3.7
COCCN=C1NN=C(c2cc(C)n(CC3CCCO3)c2C)CS1 (stereo not given)	-18.9%	-16.9
C=CCN1CCN(C(c2cc(OC)ccc2OC)c2nnnn2CC2CCCO2)CC1 (stereo not given)	6.0%	-1.8
O=C(N/N=C/C1CC=CCC1)c1ccc(O)cc1O (stereo not given)	-19.1%	-14.8
Cc1c(C=O)c(=O)n(-c2ccccc2)n1C	-0.8%	23.8
Cc1ccc2[nH]c3c(NCCCN4CCCC4=O)ncnc3c2c1	?	/
O=C(CCn1c(=S)[nH]c2ccccc2c1=O)N1CCOCC1	i	/
Cc1cc(C(=O)Nc2nc(-c3ccccn3)cs2)ccc1[N+](=O)[O-]	?	/
O=C(Nc1cccc(S(=O)(=O)N2CCOCC2)c1)C(c1ccccc1)N1CCCCC1 (stereo not given)	?	/
Cc1ccc(C(=O)N/C(=C\c2ccco2)C(=O)NCCN2CCOCC2)cc1	?	/

A second format for part of the listing above.
Molecule | Lipid storage S3 | Lipid storage S3 cell count max
CC1(C)OC(=O)C(=CNc2ncccn2)C(=O)O1 | 5.5% | 8.5
Cc1cccc(N2C(=O)CC(n3ccnc3)C2=O)c1C (stereo not given) | -3.4% | -20.8

New compounds follow.
SMILES	Lipid storage S3	Lipid storage S3 cell count max
O=C(C[n+]1cnn(CC(=O)c2ccc(Cl)cc2Cl)c1)c1ccc([N+](=O)[O-])cc1	11.6%	2.6
COc1ccc2[nH]c(C)c(CCNC(=S)Nc3ccc(F)cc3)c2c1	-0.1%	6.9
O=C(Nc1ccc(Cl)cc1)c1ccc(-n2cncn2)c([N+](=O)[O-])c1	i	/
CC(=O)O/N=C/c1c(NCc2ccccc2)nc2c(C)cccn2c1=O	?	/
CN1CCN(CCOCCOc2ccc(Br)cc2Cl)CC1	?	/
Cc1nc(SCCC(=O)O)c2cc(-c3ccccc3)sc2n1	?	/
O=C(NCc1cccc(F)c1)C1CCC(=O)N(CCCN2CCOCC2)C1 (stereo not given)	-19.3%	12.3
CC(Nn1cnnc1)c1cc(Cl)ccc1O (stereo not given)	?	/
O=C(N/N=C\c1cccc(Cl)c1)c1ccc(Cn2cccn2)o1	?	/
COc1cc(/C=N/N(C)C)ccc1OC(=O)c1cccs1	i	/
Fc1ccc(-c2noc(C3CCN(Cc4cccnc4)CC3)n2)cc1	?	/
CN(C)S(=O)(=O)c1ccc(NC(=S)NC(=O)c2cccs2)cc1	-0.5%	-0.3
Cc1c(C(=O)Nc2nccs2)oc2ccc(F)cc12	?	/
Cc1ccccc1NC(=O)N1CCCC1C(=O)NCc1ccccc1 (stereo not given)	?	/
CN(CCNC(=O)Cn1c(=O)sc2ccccc21)Cc1ccccc1	?	/
CC(C)CN1C(=O)C(=O)N(CC(=O)c2ccc3c(c2)CCCC3)C1=O	6.4%	-9.3
CCc1ccc(NC(=O)c2ccc3c(c2)C(=O)N(CCOC)C3Nc2ccc(CC)cc2)cc1 (stereo not given)	-5.7%	-23.0
CCN1CCN(CCCNC(=O)C2CCCN(c3nnc(-n4cccc4)s3)C2)CC1 (stereo not given)	-2.9%	0.8
COCCNc1cc(NCCOC)c([N+](=O)[O-])cc1[N+](=O)[O-]	?	/
COc1ccc(C(=O)SC2=NCCS2)cc1	0.5%	-11.4

These rows are one share of the data; rates above refer to the full screens.
